Efa HMGR inh = E. faecalis class II HMG-CoA reductase inhibition. inhibition, % at 10 µM. purified E. faecalis HMGR, NADPH absorbance 340 nm kinetic. hit rate 0.41% among 190,000;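 active = inhibition above a set limit, the median over all tested compounds plus 3 SD, cut at about 9.5% in these data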;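 note: enzyme runs in reverse so mevalonate oxidation gives rising NADPH absorbance; 0% = complete reaction with DMSO and 100% = background rate lacking mevalonate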
APP 5'UTR act = activates APP 5'UTR luciferase reporter; SH-SY5Y APP 5'UTR luciferase reporter, luminescence; zero percent = DMSO vehicle wells; activation, % at 2 µM; hit rate 1% among 190,000;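 active = activation above a set limit, based on mean plus 3 SD of controls, cut at about 140% in these data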; note: values of inactives mirror those of a sister screen read the other way
Hsp70 activator = transcriptional activators of Hsp70; AID 1203; activation, % at 10 µM; hit rate 0.04% among 200,000; HeLa Hsp70 promoter luciferase reporter, luminescence; scaled: vehicle 0, proteasome-inhibitor control 100%;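 active = activation above the mean across all tested compounds plus 3 SD, cutoff set per campaign, cut at about 5.5% in these data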;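 note: 100% = MG132 at 30 µM as the positive control and 0% = DMSO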
NF-kB expr up = compounds increasing NF-kB expression in human neuronal cells; NF-kB reporter expression; active compounds read high; fold change at 12.5 µM; hit rate 1.6% among 190,000; in the data active = fold change above about 3.3
The depositor's hits bear a star; . = not tested or not shown; & = joins results of further samples. Only part of the results is shown (hit frequency here may not be typical).

SMILES	Efa HMGR inh	APP 5'UTR act	Hsp70 activator	NF-kB expr up
CC12CN3CC(C)(CN(C1)C3c1ccc([N+](=O)[O-])o1)C2 (stereo not given)	.	3.8	.	.
COc1ccc(C(=O)COc2ccc(F)cc2)c(O)c1	.	39.7	.	.
NC(=O)[C@@H]1[C@@H]2C(=O)N(c3ccc(F)cc3)C(=O)[C@@H]2[C@H]2C=Cc3ccccc3N21	.	13.8	.	.
COc1cc(/C=C(\C#N)C(=O)N2CCc3ccccc32)ccc1O	.	8.2	.	.
CC(=O)N1c2ccccc2C(C)=CC1(C)C	.	4.2	.	.
Cc1cc(O)c(C(C)C)cc1C1(c2cc(C(C)C)c(O)cc2C)OC(=O)c2ccccc21	.	20.9	.	.
CCn1c(=N)c(C(=O)NC)cc2c(=O)n3cccc(C)c3nc21	.	5.6	.	.
CCN1CCCC1CNC(=O)c1cc(S(=O)(=O)CC)c(N)cc1OC (stereo not given)	2.8&-3.9	.	-0.1&-0.3	.
CCCCN1CCCC1CNC(=O)c1cc(C#N)c2ccccc2c1OC (stereo not given)	-4.1	.	-0.5	.
O=C1c2c(O)cc(O)cc2O[C@H](c2ccc(O)c(O)c2)[C@H]1O	2.7	.	-0.1	.
CCc1nn(CCCN2CCN(c3cccc(Cl)c3)CC2)c(=O)n1CCOc1ccccc1	3.7	.	0.4	.
CCN(CC)CCCC(C)Nc1c2ccc(Cl)cc2nc2ccc(OC)cc12 (stereo not given)	1.2	.	0.5	.
CC(C)C1CCC(C(=O)N[C@H](Cc2ccccc2)C(=O)O)CC1 (stereo not given in full)	4.4	.	0.3	.
O=C1C(c2c(O)[nH]c3ccccc23)=Nc2ccccc21	3.4	.	0.0	.
O=c1c(O[C@@H]2O[C@H](CO)[C@H](O)[C@H](O)[C@H]2O)c(-c2ccc(O)c(O)c2)oc2cc(O)cc(O)c12	5.6	.	-0.4	.
CC(C)(C)NC(=O)[C@H]1CC[C@H]2[C@@H]3CC[C@H]4NC(=O)C=C[C@]4(C)[C@H]3CC[C@]12C	-1.5	.	-0.1	.
CC1CNc2c(cccc2S(=O)(=O)N[C@@H](CCCN=C(N)N)C(=O)N2CC[C@@H](C)C[C@@H]2C(=O)O)C1 (stereo not given in full)	-4.2	.	-0.2	.
CN1CCN(c2c(F)cc3c(=O)c(C(=O)O)cn(CCF)c3c2F)CC1	6.2	.	0.3	.
CC(=O)CCCCn1cnc2c1c(=O)n(C)c(=O)n2C	1.8	.	-0.2	.
CCN1CCC[C@H]1CNC(=O)c1cc(S(N)(=O)=O)ccc1OC	4.1	.	0.2	.
CN[C@H]1CC[C@@H](c2ccc(Cl)c(Cl)c2)c2ccccc21	-12.1	.	-0.2	.
COC1=C(OC)C(=O)C(CCCCCCCCCCO)=C(C)C1=O	5.7	.	0.0	.
Cc1cccc(Nc2ccncc2S(=O)(=O)NC(=O)NC(C)C)c1	2.2	.	0.5	.
COC(=O)C1=C(C)NC(C)=C(C(=O)OC(C)C)C1c1cccc2nonc12 (stereo not given)	2.8	.	-0.2	.
CSc1nc2cc(Oc3cccc(Cl)c3Cl)c(Cl)cc2[nH]1	0.0	.	0.1	.
O=C1Nc2ccc(Cl)cc2[C@@](C#CC2CC2)(C(F)(F)F)O1	3.9	.	0.3	.
CCOc1ccc(OCc2cccc(C(=O)O)c2)cc1	-1.6	.	.	12.2*
CCCc1cc(=O)oc2c(CN3CCN(C)CC3)c(O)c(Cl)cc12	-0.6	.	.	0.89
Cc1ccc2[nH]c(=O)c(CN(CCO)C(=O)NCc3ccccc3)cc2c1	-0.4	.	.	1.03
CCOc1cc(C2C3=C(CCCC3=O)NC3=C2C(=O)CCC3)cc(Cl)c1O	-0.8	.	.	1.03
O=C(O)c1cccc(COc2ccc(CO)cc2Cl)c1	1.5	.	.	0.94
CC12CCC(=O)N1C(C(=O)Nc1cccc3ccccc13)CS2 (stereo not given)	8.3	.	.	1.16
Cc1ccc(S(=O)(=O)N2CCC(C(=O)N[C@@H](C)C(=O)NCCc3ccccc3)CC2)cc1	-4.2	.	.	1.3
COc1ccccc1-c1nc(SCc2ccccn2)n[nH]1	-3.4	.	.	1.61
CCOC(=O)CSc1nc2cc(C(=O)NCc3ccco3)ccc2c(=O)n1-c1ccc(F)cc1	-1.3	.	.	1.37
CCOc1ccc(C2C(C#N)=C(N)SC(N)=C2C#N)cc1OCC	-4.7	.	.	1.07
COc1cc(C2NC(=O)NC(C)=C2C(=O)OCc2ccccc2)ccc1O (stereo not given)	-5.2	.	.	1.02
O=c1c2ccccc2c(/C=N/n2cnnc2)c(O)n1-c1ccccc1F	1.2	.	.	1.04
CCOC(=O)N1CCN(C(=O)c2cnn(-c3ccccc3)c2NC(=O)c2ccccc2F)CC1	1.8	.	.	1.18
CCc1ccc2[nH]c(=O)c(CN(CCN(CC)CC)C(=O)NC3CCCCC3)cc2c1	-1.0	.	.	0.82
CCN(CC)CCN1C(=O)C2C3c4ccccc4C(c4ccccc43)C2C1=O (stereo not given)	-0.3	.	.	0.97
COc1ccc(NC(=O)CSc2nc3c(cc2C#N)CN(C)CC3)cc1	1.3	.	.	1.11
O=S(=O)(NCC(O)COCc1ccco1)c1cccs1 (stereo not given)	5.3	.	.	0.92
COc1ccccc1-n1nnnc1S(=O)(=O)Cc1ccc(Cl)cc1	1.5	.	.	0.49
CCOC(=O)C1CCN(c2nc(C)nc3c2oc2ccccc23)CC1	-0.7	.	.	0.77
CCN(CC)C(=O)C1CCCN(Cc2ccc(N(C)C)cc2)C1 (stereo not given)	-1.8	.	.	1.16
N#Cc1c(N)c(C#N)c(-c2ccc3c(c2)OCO3)c2c1CCCC2	2.3	.	.	1.34
COc1ccc2[nH]c(=O)c(CN(CCN3CCCC3)C(=O)Nc3ccccc3Cl)cc2c1	3.9	.	.	0.54
C[C@]12CC[C@@H]3c4cc(O)c(O)cc4CC[C@H]3[C@@H]1CC[C@@H]2O	.	-29.1	0.1	.
CCCNC(C)C(=O)Nc1ccccc1C (stereo not given)	6.0	-11.4	-0.2	.

The results go on.
SMILES	Efa HMGR inh	APP 5'UTR act	Hsp70 activator	NF-kB expr up
CN1CCN(CC/C=C2/c3ccccc3Sc3ccc(S(=O)(=O)N(C)C)cc32)CC1	6.5	12.4	0.0	.
COc1cc2c(cc1O)CC[C@@H]1[C@@H]2CC[C@]2(C)[C@@H](O)CC[C@@H]12	4.1	-92.9	0.3	.
CC/C(=C(\c1ccc(O)cc1)c1ccc(OCCN(C)C)cc1)c1ccccc1	5.9	25.7	0.0	.
O=C(O)[C@@H](O)c1ccccc1	1.8	-3.3	0.0	.

Entries listed so far containing sulfur, in the order listed:
SMILES	Efa HMGR inh	APP 5'UTR act	Hsp70 activator	NF-kB expr up
CCN1CCCC1CNC(=O)c1cc(S(=O)(=O)CC)c(N)cc1OC (stereo not given)	2.8&-3.9	.	-0.1&-0.3	.
CC1CNc2c(cccc2S(=O)(=O)N[C@@H](CCCN=C(N)N)C(=O)N2CC[C@@H](C)C[C@@H]2C(=O)O)C1 (stereo not given in full)	-4.2	.	-0.2	.
CCN1CCC[C@H]1CNC(=O)c1cc(S(N)(=O)=O)ccc1OC	4.1	.	0.2	.
Cc1cccc(Nc2ccncc2S(=O)(=O)NC(=O)NC(C)C)c1	2.2	.	0.5	.
CSc1nc2cc(Oc3cccc(Cl)c3Cl)c(Cl)cc2[nH]1	0.0	.	0.1	.
CC12CCC(=O)N1C(C(=O)Nc1cccc3ccccc13)CS2 (stereo not given)	8.3	.	.	1.16
Cc1ccc(S(=O)(=O)N2CCC(C(=O)N[C@@H](C)C(=O)NCCc3ccccc3)CC2)cc1	-4.2	.	.	1.3
COc1ccccc1-c1nc(SCc2ccccn2)n[nH]1	-3.4	.	.	1.61
CCOC(=O)CSc1nc2cc(C(=O)NCc3ccco3)ccc2c(=O)n1-c1ccc(F)cc1	-1.3	.	.	1.37
CCOc1ccc(C2C(C#N)=C(N)SC(N)=C2C#N)cc1OCC	-4.7	.	.	1.07
COc1ccc(NC(=O)CSc2nc3c(cc2C#N)CN(C)CC3)cc1	1.3	.	.	1.11
O=S(=O)(NCC(O)COCc1ccco1)c1cccs1 (stereo not given)	5.3	.	.	0.92
COc1ccccc1-n1nnnc1S(=O)(=O)Cc1ccc(Cl)cc1	1.5	.	.	0.49
CN1CCN(CC/C=C2/c3ccccc3Sc3ccc(S(=O)(=O)N(C)C)cc32)CC1	6.5	12.4	0.0	.

Compound activity: PubChem BioAssay, several laboratories
